# PP5 primary = PP5 (human) phosphatase inhibition. 0.18% of 320,000 active. inhibition, % at 6.7 µM. AID 1987. P53041. purified PP5c, OMFP substrate fluorescence;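 active means inhibition above the campaign's mean inhibition across all tested compounds plus 3 SD, cut at about 9.5% in these data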;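 further: 0% = DMSO only and 100% = 100 µM cantharidin control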
# Target sequence (P53041 whole entry, looked up): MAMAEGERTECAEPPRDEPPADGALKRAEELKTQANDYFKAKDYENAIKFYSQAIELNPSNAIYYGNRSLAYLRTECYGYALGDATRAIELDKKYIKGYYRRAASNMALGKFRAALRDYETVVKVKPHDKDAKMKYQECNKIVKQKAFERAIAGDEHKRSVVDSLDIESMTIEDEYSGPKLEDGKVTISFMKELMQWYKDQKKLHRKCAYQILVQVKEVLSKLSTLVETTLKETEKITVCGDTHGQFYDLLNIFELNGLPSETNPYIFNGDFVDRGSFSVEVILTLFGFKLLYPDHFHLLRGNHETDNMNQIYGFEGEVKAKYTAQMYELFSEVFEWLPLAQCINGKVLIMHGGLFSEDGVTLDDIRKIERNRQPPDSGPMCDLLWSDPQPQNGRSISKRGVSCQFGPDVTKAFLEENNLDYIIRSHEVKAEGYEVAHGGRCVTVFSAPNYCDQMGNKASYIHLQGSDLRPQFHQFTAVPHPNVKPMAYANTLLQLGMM
# TPT1 inhibitor = inhibitors of Candida albicans tRNA 2'-phosphotransferase TPT1; recombinant caTPT1, FP RNA substrate dephosphorylation; inhibition, % at 5 µM; 0.81% of 300,000 active; AID 1962;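 active means inhibition above the mean of all tested compounds plus 3 SD, set per screening campaign, cut at about 24% in these data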;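 further: plate controls were DMSO alone for no effect and ferristatin control at 100 nM for full effect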
# EBNA-1 inh = blocks EBNA-1 binding to DNA | inhibition, % at 14.8 µM | EBNA-1 DNA binding, fluorescence polarization | 0.34% of 300,000 active; in the data active means inhibition above about 28%
# HCV core dimer = HCV core protein dimerization inhibition. TR-FRET GST/Flag-core106 dimerization, 1536-well. 0.33% of 300,000 active. inhibition, % at 5 µM;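 active means inhibition above the mean of all tested compounds plus 3 SD, set per screening campaign, cut at about 45% in these data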
#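 Test system: GST/Flag-tagged HCV core106 proteins; Medium: KF-containing HEPES buffer, pH 7.45, DTT, CHAPS, BSA; Times: compound-protein-antibody incubation 4 h at 22.5 °C; Detection: TR-FRET 671 and 617 nm emission; Benchmarks: wells lacking GST-core106 and wells with excess unlabelled core106.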
# CR mimetic SO = caloric restriction mimetics inhibiting age-related superoxide in yeast; S. cerevisiae aged cells, superoxide DHE fluorescence; hits give low values; superoxide response (% of plate mean), % at 10 µM; 0.18% of 330,000 active; AID 2690;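 active means superoxide response under a set limit, about three screen SD below normal, cut at about 65% in these data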;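 further: yeast aged for seven days with compound at 30 °C before DHE staining; 100% = average MFI of all compound-treated wells on the plate with controls excluded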
# CTSL1 counter = blocks F. hepatica cathepsin L1 in PFM18AAP counter-screen | recombinant F. hepatica cathepsin L1, Z-Leu-Arg-MCA fluorescence | inhibition, % at 5.96 µM | 0.49% of 300,000 active;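 active means inhibition above the mean of all tested compounds plus 3 SD, set per screening campaign, cut at about 17% in these data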;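 further: 0% = plate median of test compound wells and 100% = 1 µM Z-Phe-Ala-diazomethylketone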
# ZTA DNA inh = ZTA (EBV) inhibition in EBNA-1 counter-screen; ZTA-DNA binding, fluorescence polarization; inhibition, % at 11 µM; 0.15% of 320,000 active; in the data active means inhibition above about 33%
# JMJD2C inh = human JMJD2C demethylase inhibition; inhibition, % at 2.35 µM; Q9H3R0; 0.069% of 330,000 active; GST-JMJD2C(1-420) H3K9me3 demethylation, DELFIA europium;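 active means more than half of a compound's replicate wells show inhibition beyond 50%, single wells judged on their own value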;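 further: signal counts dimethyl H3K9 product captured on neutravidin plate; 0% = median of DMSO wells and 100% = 0.3 times that DMSO median; strong numbers were not always called active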
# Target sequence (Q9H3R0 1-420 limits assumed): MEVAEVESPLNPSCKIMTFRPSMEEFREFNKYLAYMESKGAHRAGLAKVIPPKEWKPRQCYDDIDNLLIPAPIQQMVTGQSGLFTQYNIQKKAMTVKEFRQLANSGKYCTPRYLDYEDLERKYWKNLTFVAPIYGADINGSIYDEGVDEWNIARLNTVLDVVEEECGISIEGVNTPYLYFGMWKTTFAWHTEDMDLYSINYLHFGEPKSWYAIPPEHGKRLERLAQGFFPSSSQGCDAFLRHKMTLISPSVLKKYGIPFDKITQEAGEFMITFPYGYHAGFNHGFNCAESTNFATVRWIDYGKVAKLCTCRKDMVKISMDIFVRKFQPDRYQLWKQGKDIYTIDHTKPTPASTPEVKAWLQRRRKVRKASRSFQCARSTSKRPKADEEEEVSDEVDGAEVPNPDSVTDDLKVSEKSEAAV
# PP1 counter = PP1-alpha (human) inhibition in PP5 counter-screen; inhibition, % at 6.7 µM; AID 2235; purified PP1alpha, OMFP fluorescence; 0.9% of 320,000 active;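 active means inhibition above the mean inhibition of all tested compounds plus 3 SD, computed separately for each screening campaign, cut at about 15% in these data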
# Numbers without * were called inactive; nt = no result given.
compound	PP5 primary	TPT1 inhibitor	EBNA-1 inh	HCV core dimer	CR mimetic SO	CTSL1 counter	ZTA DNA inh	JMJD2C inh	PP1 counter
CCOC(CC(=O)NNC(=O)c1c(-c2ccccc2Cl)noc1C)OCC	-1.0	0	1	1	96	1	11	-8	-2
O=C(O)/C=C/c1cnc2ccccc2c1	1.0	2	-9	-4	91	-4	-4	-8	-3
COc1ccc(C(=O)N/C(=C\c2cccc3ccccc23)C(=O)NCCc2c[nH]c3ccccc23)cc1OC	-1.3	2	-5	24	96	4	1	5	1
Cc1ccc(NS(=O)(=O)c2ccc3c(c2)NC(=O)CCS3)cc1F	2.4	4	-14	-1	104	-1	1	1	-2
CC(C)(C)c1ccc(C(=O)NCCC(=O)N2CCN(c3ncccn3)CC2)cc1	-0.2	2	-14	-1	103	2	-11	-10	-5
O=C(COC(=O)/C=C/c1cccc(Br)c1)NCc1ccco1	-1.5	-3	-9	5	94	-9	0	2	-3
CC(C)(C)OC(=O)NCCCCCc1nnc(SCC(=O)Nc2cccc(Cl)c2)o1	4.3	-2	4	-1	94	0	2	-3	6
N#Cc1sc2nc(C3CC3)cc(-c3ccccc3)c2c1N	2.4	4	-3	-8	110	-6	8	13	2
O=C1NCCN(Cc2cccc(Oc3ccccc3)c2)C1CC(=O)N1CCCO1 (centres undefined)	-1.6	1	-4	3	98	-2	-3	nt	0
CN(C(=O)COC(=O)/C=C/c1cccc([N+](=O)[O-])c1)C1CCS(=O)(=O)C1 (centres undefined)	-0.9	-3	-4	1	113	-8	-19	-6	-5
CCCNC(=O)c1ccc(S(N)(=O)=O)cc1	-1.1	4	12	0	101	-2	5	2	-4
Cc1ccc(NC(=O)CSCC(=O)Nc2ccc(S(=O)(=O)N3CCOCC3)cc2)cc1	0.3	-1	9	-5	94	-2	1	-5	-1
Fc1cccc(Nc2nc(-c3ccncc3)nc3ccccc23)c1	2.1	2	20	8	85	0	18	0	8
CC(=O)Nc1c2c3c(cccc3n(C)c1=O)C(=O)c1ccccc1-2	-0.1	-28	0	-14	106	2	4	-11	1
CCOc1ccc(NC(=O)CSc2nc(N3CCOCC3)nc(N3CCOCC3)n2)cc1	-1.3	-1	16	17	94	2	15	8	3
O=C(CN1C(=O)S/C(=C\C=C\c2ccccc2)C1=O)Nc1ccc(O)cc1	2.0	0	52*	37	101	7	-18	17	13
CC(C)(C)NC(=O)Cn1c(SCC(=O)NC2CCCC2)nc2ccccc21	2.9	-2	1	3	105	-5	-10	-4	0
CC(=O)Nc1cccc(NC(=O)CSc2ncc(-c3ccc(Cl)cc3)n2Cc2ccco2)c1	4.8	-3	1	4	89	4	-5	-4	5
CCC1CCCCN1S(=O)(=O)c1ccccc1[N+](=O)[O-] (centres undefined)	0.6	4	-11	2	100	0	-2	-4	0
CCC(Sc1nc(=O)cc(N)n1-c1ccccc1)C(=O)Nc1cc(C)on1 (centres undefined)	1.5	0	-2	4	119	-4	-10	0	-6
COc1ccc(C)cc1N(CC(=O)N1CCc2ccccc2C1)S(C)(=O)=O	2.5	-1	2	1	75	2	16	2	-1
COc1ccc(C(C(=O)NC2CCCC2)N(C(=O)CNC(=O)c2ccco2)c2cccnc2)cc1 (centres undefined)	2.6	-2	10	2	115	-2	10	-14	-1
Cc1ccnc(N=Cc2nc(-c3ccccc3Br)oc2O)c1	0.3	-2	-8	2	94	67*	-13	-4	2
O=C(Cc1ccc(Cl)cc1)NNC(=O)C1CC=CCC1C(=O)O (centres undefined)	3.7	1	5	9	95	-3	12	-1	1
O=C(Nc1ncc([N+](=O)[O-])s1)c1ccco1	2.8	4	1	-4	93	3	1	7	-2
Cc1cccc(NC(=O)CN2CCN(C(=O)C3CCC3)CC2)c1C	0.5	nt	nt	nt	91	nt	-5	1	-2
Cc1ccc2c(c1)CCCN2C(=O)CCc1nc2ccccc2c(=O)[nH]1	3.3	nt	nt	nt	97	nt	-7	-6	-3
COc1ccccc1NC(=O)C1CCN(S(=O)(=O)c2cccs2)CC1	-1.6	nt	nt	nt	102	nt	10	-7	-1
O=C(N/C(=C\c1ccccc1)C(=O)N1CCOCC1)c1ccco1	-12	-3	-25	-10	81	7	-10	5	-7
O=c1cc(N2CCN(c3ccccc3)CC2)[nH]c(=O)n1-c1ccccc1	-3.3	2	4	-4	99	1	-7	-16	-3
O=C(CCCN1C(=O)CCC1=O)Nc1ccc(Cl)c(C(F)(F)F)c1	1.5	-5	3	-5	103	2	-26	1	1
COc1cccc(N(C(=O)c2cnccn2)C(C(=O)NC2CCCCC2)c2ccc(Cl)cc2)c1 (centres undefined)	1.9	-2	3	5	93	2	4	-5	0
COc1cccc(NS(=O)(=O)NC(=O)c2c(C)[nH]c3ccccc23)c1	0.0	-1	-1	6	109	-4	0	-23	-1
O=S(=O)(Nc1ccccn1)c1ccc(Cl)cc1	-0.8	3	-3	-19	106	5	-11	-2	1
Cc1ccc(S(=O)(=O)NC(Cc2c[nH]c3ccccc23)C(=O)O)cc1 (centres undefined)	-1.8	-3	12	4	98	1	-8	-9	-6
CC(=O)c1ccc(NC(=O)CSc2ccc(-c3ccco3)nn2)cc1	0.7	0	-6	21	92	-1	5	-6	0
O=C(CSc1nnc(-c2ccc(C(F)(F)F)cn2)s1)c1ccccc1	0.4	-4	6	-7	118	-2	-3	7	-6
CC(NS(=O)(=O)c1ccccc1)C1CC2CCC1C2 (centres undefined)	0.6	-2	-3	2	113	-2	-9	-1	2
Cc1cccc(-c2nc3cc([N+](=O)[O-])ccc3o2)c1	0.4	1	7	0	97	-10	8	-20	-3
CCOC(=O)C1CCN(C(=O)C2CCN(c3ncnc4c3nc3n4CCCCC3)CC2)CC1	1.9	-2	-3	0	107	0	-2	-19	0
CCN(CC)CCCNc1nnc(C)c(=O)[nH]1	-0.3	-3	1	-4	95	1	-20	-5	-1
COc1ccc(-n2nc(C(=O)NCC(=O)N3CCCCCC3)c3ccccc3c2=O)cc1	2.5	-1	-4	2	99	-1	5	3	0
N/C(Cc1ccc(Cl)cc1Cl)=N\OC(=O)Cc1ccccc1	0.6	-4	-4	7	111	-24	3	9	4
COc1cccc2sc(NNC(=O)COc3ccccc3)nc12	0.0	-3	-3	-6	100	2	-11	5	1
COc1cc(NC(=O)CSc2ncnc3sc4c(c23)CCC(C)C4)c(C(=O)O)cc1OC (centres undefined)	1.3	-5	-9	4	100	3	-5	-4	0
Cc1ccc(Cn2ccc(NC(=O)c3nn(C)cc3[N+](=O)[O-])n2)cc1	-2.1	4	-1	-1	140	-2	8	-2	-4
CCCCCCN1C=CC(=C2C(=O)c3ccccc3C2=O)C=C1	0.5	1	11	13	110	2	18	1	-1
CC(NC(=O)CNC(=O)C1CCCCC1)c1cccc(Cl)c1 (centres undefined)	-0.2	-2	2	-8	101	5	-10	0	1
Cc1cc(C)c(NC(=O)CSc2ccc3nnc(CCNC(=O)c4ccccc4)n3n2)c(C)c1	0.1	1	3	3	96	0	7	9	4
CCOc1ccccc1CNC(=O)CCCn1ccc2cc(S(=O)(=O)N3CCCC3)ccc21	-0.6	2	-4	7	113	-3	1	-3	-3
CCOC(=O)N1CCN(c2c(NCCCN(CC)Cc3ccccc3)c(=O)c2=O)CC1	-0.4	4	-6	-1	128	4	5	-1	-4
C=CCCC(=O)N1CCC(CCC(=O)NC2CC2)CC1	0.8	2	-7	3	83	2	-8	-2	2
Cc1nn(C)cc1CNCc1ccc(OCC(O)CN(C)Cc2ccccc2)cc1 (centres undefined)	2.3	-1	12	-7	130	8	-7	-7	0
O=C1N/C(=N\S(=O)(=O)Cc2ccccc2)S/C1=C/c1cc([N+](=O)[O-])ccc1O	-0.6	68*	10	7	99	7	19	9	4
CCOc1ccccc1N(C)C(=O)c1cn(C)c(=O)c2ccccc12	-0.9	-2	-21	0	110	1	0	-21	-1
O=C(OCCn1cncn1)c1cc2ccccc2oc1=O	0.7	-1	-7	-3	99	2	-8	3	-4
Cc1csc(NC(=O)CCN2C(=O)c3ccccc3S2(=O)=O)n1	3.6	-2	-8	-1	109	-5	-21	1	2
O=C(c1cccc(Br)c1)N1CCCC1	-0.1	4	4	-2	88	1	-13	-7	-1
COc1ccccc1CNC(=O)c1cc2sccc2n1C	0.8	-3	-2	-2	88	0	-12	-1	2
FC(F)(F)c1cccnc1N1CCN(c2ncnc3nc[nH]c23)CC1	0.5	2	0	5	97	1	4	0	-2

# Remaining list, next part
compound	PP5 primary	TPT1 inhibitor	EBNA-1 inh	HCV core dimer	CR mimetic SO	CTSL1 counter	ZTA DNA inh	JMJD2C inh	PP1 counter
CCOC(=O)N1CCC(NC(=O)Cn2cccc2C(=O)c2ccccc2C)CC1	-0.2	5	5	-1	97	-1	14	2	-4
CN1C(=O)c2cccc(NC(=O)Cc3ccccc3)c2C1=O	3.9	-3	-3	10	82	1	1	-6	3
CN(C)C(=O)c1ccc(NC(=O)COC(=O)/C=C/c2cccs2)cc1	-1.7	-1	-8	0	92	-6	-11	5	-2
COc1ccccc1C(=O)OCCN=C1NS(=O)(=O)c2ccccc21	0.5	-4	0	4	107	-1	-6	-1	-4
COc1ccc(C(=O)NC(=S)N2CCCC2)cc1	2.9	0	-2	-4	108	0	-11	-2	4
CCOC(=O)CNc1nc2ccccc2n2c(C)nnc12	3.9	1	1	-3	122	-2	-18	17	-3
COC(=O)c1c(NC(=O)Cn2cnc([N+](=O)[O-])n2)sc2c1CCC(C)C2 (centres undefined)	3.2	-2	4	-3	91	7	-1	-2	3
O=c1c2ccccc2c(C=Nc2ccc(S(=O)(=O)Nc3ncccn3)cc2)c(O)n1-c1cccc(Cl)c1	-1.3	0	4	5	129	-4	7	11	-4
Cc1nnsc1NC(=O)OCc1ccc(Cl)cc1Cl	-0.3	-2	7	-1	108	-3	8	19	-2
O=C(NC(=S)Nc1nc2ccccc2s1)c1ccco1	-0.1	5	-8	2	92	-3	-6	-4	-2
Cc1cc(C)c2c(n1)nn1c(NCCOCCO)cc(C)nc21	-0.3	0	-3	-3	99	3	-5	-2	2
CCN1CCN(C(=O)CSc2nc3c(c(=O)n(C)c(=O)n3C)n2C)CC1	0.3	-4	2	-10	97	3	4	4	-4

# Brought forward from above: 2 compounds, then new ones.
compound	PP5 primary	TPT1 inhibitor	EBNA-1 inh	HCV core dimer	CR mimetic SO	CTSL1 counter	ZTA DNA inh	JMJD2C inh	PP1 counter
Cc1cc(C)c2c(n1)nn1c(NCCOCCO)cc(C)nc21	-0.3	0	-3	-3	99	3	-5	-2	2
CCN1CCN(C(=O)CSc2nc3c(c(=O)n(C)c(=O)n3C)n2C)CC1	0.3	-4	2	-10	97	3	4	4	-4
CN(Cc1ccccc1)C(=O)CN(Cc1ccccc1)S(C)(=O)=O	2.8	10	9	-4	101	0	5	-5	-2
Cn1c(SCC(=O)NCc2ccc3c(c2)OCO3)nnc1-c1cccs1	1.7	-5	-2	0	108	-2	-14	93	-1
CC1(C)C(c2ccccn2)=[N+]([O-])C(C)(C)N1O	1.2	-3	-2	0	100	0	-3	-7	-1
Cc1cccnc1NC(=O)COc1ccc2c(c1)CCC2	-2.3	-1	1	1	94	0	12	6	-5
Cc1ccc2cccnc2c1NC(=S)NC(=O)c1ccccc1	1.8	4	-2	3	111	-1	-4	13	-4
CCc1cccc(NC(=O)Cn2cc3c(n2)CCCC3)c1	0.1	0	10	9	94	0	-1	5	-3
O=C(NC1CC1)C1=C[C@@H](c2ccc3c(c2)OCO3)C[C@@H](OCCCCO)O1	-4.2	-1	2	8	100	1	21	3	0
Cc1nc(-c2ccc(S(=O)(=O)N3CCN(Cc4ccccc4)CC3)s2)cs1	0.7	0	-3	3	106	1	-2	-2	2
